# Bioassay records from PubChem.
# PLK1 PBD block: inhibitors of human PLK1 polo-box domain binding | P53350 | Plk1 PBD binding of FITC phosphopeptide, fluorescence polarization | Potency, µM, inactives show max response, negative = inhibition, usual class: inhibitors | 2.8% of 360,000 active; further: potency means the concentration at half of the fitted maximal effect; series mostly up to about 57 µM; on the % scale 0 is the no-effect control and ±100 the full control effect; nearly all actives have a fitted effect of over 65% in size
# Target sequence (P53350 whole entry, looked up, the tested form may be a part): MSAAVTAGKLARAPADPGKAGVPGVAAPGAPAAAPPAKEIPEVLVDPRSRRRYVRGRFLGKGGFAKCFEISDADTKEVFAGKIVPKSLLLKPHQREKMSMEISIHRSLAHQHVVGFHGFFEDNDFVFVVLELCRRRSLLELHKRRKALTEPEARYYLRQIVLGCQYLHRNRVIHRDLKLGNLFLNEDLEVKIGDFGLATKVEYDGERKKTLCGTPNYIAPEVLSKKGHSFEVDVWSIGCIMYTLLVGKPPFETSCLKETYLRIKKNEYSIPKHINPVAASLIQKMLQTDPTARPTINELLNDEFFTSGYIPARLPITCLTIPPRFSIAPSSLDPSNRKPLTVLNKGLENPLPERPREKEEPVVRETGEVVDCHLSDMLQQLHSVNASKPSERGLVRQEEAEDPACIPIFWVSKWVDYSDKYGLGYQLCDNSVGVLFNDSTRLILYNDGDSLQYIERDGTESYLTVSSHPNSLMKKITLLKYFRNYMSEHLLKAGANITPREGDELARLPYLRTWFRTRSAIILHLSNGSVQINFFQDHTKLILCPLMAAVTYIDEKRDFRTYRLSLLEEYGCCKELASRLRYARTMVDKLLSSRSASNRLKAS
# EPAC1 antagonist: antagonists of human EPAC1. AID 720709. 0.14% of 360,000 active. Potency, µM (doses to about 115 µM), inactives show at the top dose activity change, negative = inhibition, hits mostly inhibitors. EPAC1 GEF assay, Rap1b-BODIPY-GDP exchange fluorescence. O95398;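 further: potency means the concentration at half of the fitted maximal effect; plate controls were vehicle for no effect and positive control for full effect; nearly all actives have a fitted effect of over 50% in size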
# WRN helicase inh: inhibitors of human WRN helicase; WRN helicase unwinding, fluorescent forked duplex, kinetic; Potency, µM (series often up to 114 µM), inactives show at the top dose activity change, negative = inhibition, usual class: inhibitors; 0.46% of 360,000 active; further: potency means the concentration at half of the fitted maximal effect; on the % scale 0 is the no-effect control and ±100 the full control effect; nearly all actives have a fitted effect of over 55% in size
#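 WRN at 20 nM final preincubated with compound 15 min at room temperature; reaction started with 100 nM fluorophore/quencher forked duplex oligonucleotide and 2 mM ATP final. Unwinding followed kinetically by red fluorescence (ex 525, em 598 nm).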
# aSyn yeast inh: rescues yeast growth from alpha-synuclein toxicity; AID 652106; Yeast expressing alpha-synuclein, growth rescue, BacTiter-Glo, 24 h; Potency, µM (top dose mostly 46.1 µM), without a hit: at the top dose growth rescue (activation), most hits filed as activators; 0.14% of 370,000 active; further: potency means the concentration at half of the fitted maximal effect; % of control where 0% means no effect; nearly all actives have a fitted effect of over 65% in size
#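 Rescue of yeast growth: cells expressing toxic alpha-synuclein, induced in galactose at OD600 0.02, incubated with compound 24 h at 30 C. ATP luminescence quantified growth; inhibitors of toxicity appear as activators.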
# PI5P4K alpha inh: blocks human PI5P4K alpha kinase activity. PI5P4Kalpha enzyme, ADP-Glo luminescence, 60 min; active compounds read low. max response, %. 1.2% of 330,000 active. AID 652105; active means max response of -50% or lower; inconclusive means between -30% and -50%; inactive means -30% or higher; further: value at the top dose of about 77 µM; on the % scale 0 is the no-effect control and ±100 the full control effect
# Target sequence (P48426 whole entry, looked up): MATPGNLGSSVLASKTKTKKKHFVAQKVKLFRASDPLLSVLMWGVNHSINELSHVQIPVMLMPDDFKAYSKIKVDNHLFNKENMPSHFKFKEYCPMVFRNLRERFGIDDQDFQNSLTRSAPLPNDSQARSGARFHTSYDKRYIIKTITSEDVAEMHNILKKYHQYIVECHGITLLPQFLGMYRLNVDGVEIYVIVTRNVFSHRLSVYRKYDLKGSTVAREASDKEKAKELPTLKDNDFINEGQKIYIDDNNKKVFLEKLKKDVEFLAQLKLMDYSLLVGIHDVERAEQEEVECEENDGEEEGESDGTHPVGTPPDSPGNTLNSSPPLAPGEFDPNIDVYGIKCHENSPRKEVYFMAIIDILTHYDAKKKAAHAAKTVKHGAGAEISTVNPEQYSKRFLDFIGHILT
#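 Human PI5P4Kalpha with substrate in 0.038 M HEPES pH 7.4, 0.28 mM EGTA, 0.1% CHAPS, 5% DMSO; reaction started with 5 microM ATP (final), 60 min at room temperature. ADP formed read by ADP-Glo luminescence.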
# FUS suppressor: suppressors of FUS proteinopathy in yeast; AID 1347120; 0.24% of 390,000 active; S. cerevisiae FUS-expressing, growth rescue, OD600, 24 h; Potency, µM (highest dose often 76.6 µM), for the others: at the top dose growth rescue (activation), usual class: activators;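 further: potency means the concentration at half of the fitted maximal effect; plate controls were DMSO vehicle for no effect and reference control for full effect; nearly all actives have a fitted effect of over 55% in size; some results filed as inactive show a strong effect at the top dose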
#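 Compound concentration series was pinned onto galactose-induced FUS-expressing yeast seeded at OD 0.005. Plates sat 24hr at 30C; absorbance at 600 nm gave growth. DMSO served as background control.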
# EPAC1 agonist: agonists of human EPAC1; EPAC1 agonist qHTS, biochemical assay; response scale: 100% = response to 6.5 mM cAMP; Potency, µM (highest dose often 154 µM), for the others: top-dose activation, hits mostly activators; 0.073% of 360,000 active; O95398; further: potency means the concentration at half of the fitted maximal effect; nearly all actives have a fitted effect of over 60% in size
#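 Read-out is the fluorescence drop as BODIPY-GDP leaves Rap1B (480 nm excitation, 540 nm emission), recorded every 5 minutes over 30 minutes. Reactions held 100 nM EPAC1, 250 nM Rap1B–BODIPY-GDP and 50 uM GDP, with 6.5 mM cAMP setting full activation.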
# Abeta yeast res: restores growth of yeast expressing A-beta42 peptide. yeast expressing A-beta42, growth rescue, OD600, 48 h; response scale: 0% DMSO, 100% iron-clioquinol control. Potency, µM (doses to about 46.1 µM), without a hit: at the top dose growth rescue, hits mostly activators. 0.063% of 410,000 active. AID 1347071; further: potency means the concentration at half of the fitted maximal effect; nearly all actives have a fitted effect of over 55% in size
#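 Yeast growth medium received pinned compounds, then yeast cells expressing toxic A-beta were added; plates incubated at 30 C for 48 hr. Growth read as absorbance at 600 nm, normalized to DMSO and equimolar FeCl3 plus clioquinol controls.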
# IL-2 act: activates IL-2 in a cell-based reporter assay. IL-2 activation reporter assay, cell-based qHTS; stimulated with anti-CD3/CD4/CD28 beads; in transgenic mouse T cells. activation, % (series mostly up to about 46 µM). 0.065% of 360,000 active. AID 652025; in the data active means activation above about 50%; inconclusive means mostly about 30% to 49%; further: 0% is about no effect
#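 First, unstimulated transgenic mouse T cells were exposed to compound for 60 min. Next, anti-CD3/anti-CD4-coated beads with anti-CD28 were added. Finally, after 18 h at 37 degrees C, EGFP and DsRed were imaged.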
# Starred values were filed as active, the others as inactive; u = inconclusive; x = not tested or not shown; & = joins results of further samples; [ ] = another dose, or the depositor's remark. Unless noted, the call rests on the fitted dose curve; in most records, active means well fitted curve in the direction sought with a large enough effect; inconclusive means small, poorly fitted or top-dose-only effect, or another doubt; inactive means no such curve, though single readings can be large; an effect the other way counts as inactive or inconclusive.
No.	Compound	PLK1 PBD block	EPAC1 antagonist	WRN helicase inh	aSyn yeast inh	PI5P4K alpha inh	FUS suppressor	EPAC1 agonist	Abeta yeast res	IL-2 act
1	O=c1c2ccccc2nc(CSc2ncnc3nc[nH]c23)n1-c1ccccc1Cl	-13.7%	-5.8%	-7.9%	-1.7%	-21.4	u	-1.8%	-4.6%	-1.4
2	CC(CC(C#N)(c1ccccc1)c1ccccc1)N(C)C (configuration not stated)	-11.4%	-4.5%	0.6%	-7.0%	12.9	-23.5%	-3.5%	-1.1%	0.4
3	CC(=O)c1c(C)n(CC2CCCO2)c2ccc(O)cc12 (configuration not stated)	2.3%	1.0%	-6.5%[57.1 µM]	-9.4%	x	0.3%	3.4%	8.9%	-0.3
4	CCC(=NC1CC1)c1c(O)n(C2CCCCC2)c(=O)[nH]c1=O	-7.3%	-11.5%	-2.8%	3.4%	-10.3	-3.1%	6.1%	-7.0%	-1.7
5	O=C1NC(=O)C(=Cc2ccc(-c3ccc(Cl)cc3)o2)C(=O)N1	0.67µM*	-7.9%	-22.8%	4.7%	-18.7	-30.4%	-0.8%	-70.6%[inhibitor]	-0.5
6	CCOC(=O)C1(CCc2ccccc2)CCN(Cc2ccco2)CC1	-2.2%	5.5%	-8.4%	2.5%	-4.2	-4.4%	1.0%	10.6%	-1.5
7	O=c1c2ccccc2nc(-c2cccs2)n1-c1cnccn1	-6.7%	0.0%	-8.3%	0.4%	-1.4	-4.6%	6.9%	0.0%	2.0
8	O=C1NC2C(=CC(O)C(O)C2O)c2cc3c(c(O)c21)OCO3 (configuration not stated)	-6.9%	5.8%	0.6%	u	-15.0	x	-4.5%	-18.4%	-0.5
9	Cc1cc[n+](Cc2ccccc2)cc1	-11.4%	2.5%	-2.8%	-6.1%	8.1	-13.6%	-5.2%	-9.9%	-1.5
10	COc1nc(NC(C)C)nc(NC(C)C)n1	2.6%	-10.8%	5.4%	-15.0%	-6.0	-12.1%	-6.6%	13.9%	0.3
11	O=c1[nH]c(=S)n(CCC2=CCCCC2)c(O)c1C=NC1CCN(Cc2ccccc2)CC1	7.0%	6.1%	2.5%	-0.2%	0.2	2.9%	2.6%	0.8%	-2.2
12	O=c1[nH]c(=O)n(Cc2ccco2)c(O)c1C=NC1CCN(Cc2ccccc2)CC1	-0.1%	-1.1%	-10.3%	0.1%	0.2	13.0%	1.8%	-3.3%	-0.7
13	COc1cccc(CNCCc2ccccc2)c1OC	-7.0%	-0.1%	-4.4%	-1.9%	1.8	-1.3%	2.6%	5.5%	-0.5
14	CCOC(=O)c1c(N)n(CCN2CCCCC2)c2nc3ccccc3nc12	0.7%	-9.0%	-30.7%	1.4%	x	5.1%	-2.0%	1.2%	-0.8
15	COc1ccc(OCC(=O)Nc2ccc(Cl)cc2C(=O)c2ccccc2)cc1	-10.6%	-11.4%	-1.2%	-3.7%	0.8	13.4%	9.8%	2.2%	-1.1

# As a working copy, part of the list above:
No.	Compound	PLK1 PBD block	EPAC1 antagonist	WRN helicase inh	aSyn yeast inh	PI5P4K alpha inh	FUS suppressor	EPAC1 agonist	Abeta yeast res	IL-2 act
1	O=c1c2ccccc2nc(CSc2ncnc3nc[nH]c23)n1-c1ccccc1Cl	-13.7%	-5.8%	-7.9%	-1.7%	-21.4	u	-1.8%	-4.6%	-1.4
2	CC(CC(C#N)(c1ccccc1)c1ccccc1)N(C)C (configuration not stated)	-11.4%	-4.5%	0.6%	-7.0%	12.9	-23.5%	-3.5%	-1.1%	0.4
3	CC(=O)c1c(C)n(CC2CCCO2)c2ccc(O)cc12 (configuration not stated)	2.3%	1.0%	-6.5%[57.1 µM]	-9.4%	x	0.3%	3.4%	8.9%	-0.3
4	CCC(=NC1CC1)c1c(O)n(C2CCCCC2)c(=O)[nH]c1=O	-7.3%	-11.5%	-2.8%	3.4%	-10.3	-3.1%	6.1%	-7.0%	-1.7

# (continued)
No.	Compound	PLK1 PBD block	EPAC1 antagonist	WRN helicase inh	aSyn yeast inh	PI5P4K alpha inh	FUS suppressor	EPAC1 agonist	Abeta yeast res	IL-2 act
16	C[N+]1=C(/C=C/Nc2ccccc2)C(C)(C)c2ccccc21	-3.3%	-2.8%	-10.4%	0.4%	-1.7	x	-1.2%	u	-0.6
17	CC(=O)OC1N=C(c2ccc(Cl)cc2)c2cc(Br)ccc2NC1=O (configuration not stated)	-5.5%	-11.9%	-6.4%	5.7%	4.0	22.2%	0.0%	2.5%	2.5
18	O=c1[nH]c(=O)n(-c2ccc(F)cc2)c(O)c1C=Nc1ccccc1N1CCCC1	17.1%	2.1%	-14.0%	6.9%	0.3	-15.8%	5.9%	-11.6%	3.1
19	O=P(Oc1ccccc1)(Oc1ccccc1)N1CCN(c2ccc(F)cc2)CC1	-4.9%	-14.7%	-12.6%	0.7%	14.0	9.3%	13.5%	5.3%	-0.6
20	O=C(c1sc2ccccc2c1Cl)N1CCC2(CC1)OCCO2	-5.4%	4.1%	-1.2%	3.8%	x	14.6%	-5.5%	8.5%	0.0
21	CCN1C(=O)/C(=C/c2ccc(N(CC)CC)cc2OC)C(=O)NC1=S	1.06µM*	11.6%	-14.0%	-2.1%	u	2.4%	6.9%	-10.4%	-0.8
22	COc1ccc(-n2c(CN3CCOCC3)nc3ccccc3c2=O)c(OC)c1	-7.0%	-4.1%	-5.4%	5.1%	-1.1	-25.5%	-0.2%	6.4%	1.6
23	CN(C)CCN=Cc1c(O)n(-c2cccc3ccccc23)c(=O)[nH]c1=O	-2.5%	-11.5%	2.5%	-3.3%	2.1	x	9.8%	8.4%	0.9
24	CC(C)(O)C1C2OC(=O)C1C1(O)CC3OC34C(=O)OC2C14C (configuration not stated)	-1.6%	-22.4%	-4.1%	-3.7%	2.0	-32.3%	-18.2%	-20.2%	-0.6
25	CC(C)[C@H](NC(=O)N1C[C@H]2C[C@@H](C1)c1cccc(=O)n1C2)C(=O)Nc1ccccc1F	9.5%	1.3%	-1.1%	-8.3%	0.6	-12.7%	1.1%	-5.0%	0.2
26	CC1C(c2ccccc2)OC(=O)N1C (configuration not stated)	-10.0%	-5.7%	11.0%	-2.1%	-8.7	-18.5%	6.4%	-2.4%	-0.6
27	CN1c2ccccc2Oc2ccccc21	-8.0%	-17.3%	-30.8%[57.1 µM]	-6.4%	-1.6	-21.6%	-0.6%	-0.1%	-1.8
28	Cn1c2ccccc2c2c(C(=O)N3CCC4(CC3)OCCO4)cn(C3CCCC3)c(=O)c21	4.6%	-29.8%	-8.5%	1.9%	1.2	22.5%	9.4%	-4.3%	-1.2
29	Cc1ccc(S(=O)(=O)N(C)C)cc1NC(=O)C(C)[N+]12CCN(CC1)CC2 (configuration not stated)	-11.0%	-3.5%	1.9%	-0.1%	0.2	-37.9%	5.6%	9.6%	2.4
30	CC(=O)OC1(c2ccccc2)CCN(C)C(C)C1C (configuration not stated)	-2.6%	-18.1%	2.2%	3.9%	5.7	-14.7%	-7.6%	-2.3%	-0.1

# The results go on:
No.	Compound	PLK1 PBD block	EPAC1 antagonist	WRN helicase inh	aSyn yeast inh	PI5P4K alpha inh	FUS suppressor	EPAC1 agonist	Abeta yeast res	IL-2 act
31	Cc1nn(CC(C)C)c(Cl)c1C(=O)NC1CCC(C)CC1 (configuration not stated)	-1.8%	-21.2%	1.5%	-0.4%	3.4	-19.0%	8.2%	-2.8%	0.8
32	Cc1ccc(-n2c(=O)[nH]c3ccccc3c2=O)cc1[N+](=O)[O-]	-15.6%	-11.4%	-6.9%	0.9%	1.2	5.4%	1.1%	-11.5%	0.3
33	O=C(Nc1cccc2ccccc12)N1Cc2ccccc2-n2nncc2C1	-4.1%	-7.5%	2.1%	1.6%	8.1	14.1%	-0.4%	6.3%	-1.8
34	CCC(C)n1c(O)c(C=NCC2CCCO2)c(=O)[nH]c1=S (configuration not stated)	-2.1%	2.7%	-1.3%	-8.2%	-2.7	-2.4%	0.2%	5.6%	-3.1
35	CC(C)Oc1cccnc1N(C)C1CCN(Cc2ccccc2)CC1	-8.6%	1.2%	1.9%	2.4%&-1.5%	1.9	-4.2%	-3.7%	-8.3%	0.5
36	CC(C)CN1CCN(Cc2ccccc2C(F)(F)F)CC1CCO (configuration not stated)	0.1%	7.8%	2.5%	-4.3%	1.4	-7.7%	-13.5%	-7.1%	-2.1
37	O=C(C1CCN(c2nc3ccc(Br)cc3s2)CC1)N1CCC2(CC1)OCCO2	-7.8%	-9.0%	-7.2%	5.8%	10.1	-1.7%	0.8%	6.9%	-0.6
38	Cc1cccc(OP(N)(=O)Oc2cccc(C)c2C)c1C	1.3%	-5.2%	0.6%	7.5%	1.1	11.2%	-6.2%	29.0%	3.0
39	O=C1CCN(C(=O)Cc2ccccc2[N+](=O)[O-])CC1	-3.8%	-1.0%	4.0%	-1.9%	-0.1	16.0%	-7.8%	-4.3%	-0.6
40	O=C(O)[C@@H]1C[C@H]1[C@@H](NP(=O)(c1ccccc1)c1ccccc1)c1ccccc1	-14.5%	19.2%	5.0%	-2.8%	-10.8	-3.5%	-10.9%	-7.5%	-0.1
41	COc1ccc(CCNCc2ccc(OC)c(OC)c2OC)cc1	-1.0%	10.1%	3.6%	4.6%	x	-3.1%	-5.8%	8.8%	-0.1
42	COc1ccccc1-n1c(O)c(C=NC2CC2)c(=O)[nH]c1=O	-5.3%	0.5%	4.9%	x	1.8	3.4%	5.8%	6.7%	-1.4
43	C[C@]12CC[C@@H](O)C[C@@H]1CC[C@@H]1[C@@H]2CC[C@]2(C)[C@@H](O)CC[C@@H]12	-17.4%	-1.0%	3.1%	15.0%	-2.2	-20.9%	-19.6%	-20.5%	-0.5
44	Cn1c(O)c(C=NCc2cccs2)c(=O)n(C)c1=O	-10.4%	-14.0%	-2.1%	7.3%	x	-17.0%	10.9%	-2.0%	-2.3
45	COc1ccccc1CC1C(=O)C2CCN1CC2 (configuration not stated)	-5.9%	3.3%	-27.3%[57.1 µM]	-0.3%	-9.9	-24.2%	-8.8%	3.5%	-0.3

# The list is partial; count on the stated rates, not on these rows.
